Compound activity deposited in PubChem by several laboratories.
SUMO1-SIM PPI: modulators of human SUMO1-mediated protein-protein interactions; 360,000 tested, 0.33% active; inhibition, % at 20 µM; SUMO1 binding to a labelled peptide, TR-FRET, 1 h; AID 602429; in the data active = inhibition above about 37%
Target sequence (P63165 whole entry, looked up): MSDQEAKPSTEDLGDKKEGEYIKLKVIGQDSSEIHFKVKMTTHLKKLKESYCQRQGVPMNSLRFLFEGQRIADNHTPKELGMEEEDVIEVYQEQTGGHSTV
NadD block: NadD (S. aureus) enzyme inhibition | purified NadD enzyme, colorimetric absorbance read-out | inhibition, % at 20 µM | 360,000 tested, 0.78% active | AID 602399; in the data active = inhibition above about 26%; note: some compounds past the cut are filed as inactive
LMPTP block: blocks human LMPTP phosphatase | P24666 | recombinant LMPTP-A, OMFP fluorogenic substrate, fluorescence intensity | inhibition, % at 20 µM | 360,000 tested, 0.22% active;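 active = compounds that cut the enzyme signal by at least half of the control window in the single-dose screen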;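 note: plate controls were DMSO wells with enzyme plus substrate for no effect and substrate without enzyme for full effect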
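material = LMPTP-A | quantity = 0.625 nM enzyme | reagent = OMFP substrate, 400 µM final | buffer or medium = Bis-Tris pH 6.0, DTT, detergent | detection = endpoint fluorescence intensity from OMFP dephosphorylation | dosing = single 20 µM dose | read-out basis = % inhibition relative to no-enzyme and uninhibited control wells | control set = no-enzyme and uninhibited controls | timing = 50 min at room temperature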
STEP block: blocks human striatal-enriched tyrosine phosphatase | P54829 | recombinant STEP, OMFP fluorogenic substrate, fluorescence | inhibition, % at 20 µM | 360,000 tested, 0.25% active;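 active = inhibition at 20 µM, scaled per plate between control wells, above about 37%, limit read from the data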;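 note: 0% = DMSO with enzyme and substrate and 100% = substrate only without enzyme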
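Also added – OMFP at 25 µM · Test system – STEP tyrosine phosphatase · Technique – FITC-channel fluorescence of OMFP product · Schedule – 20 min at room temperature, dark · Evaluation – control-normalized % inhibition with plate pattern correction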
NRP1-CendR mod: alters CendR peptide binding to human NRP-1; O14786; FAM-RPARPAR peptide binding to NRP-1, fluorescence polarization; inhibition, % at 25 µM; 360,000 tested, 0.85% active;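 active = inhibition or corrected inhibition above about 18%, plus a signal ratio from 0.5 to 1.5, limit read from the data, passing the limit was not always enough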; note: strong numbers were not always called active
Target sequence (O14786 whole entry, looked up): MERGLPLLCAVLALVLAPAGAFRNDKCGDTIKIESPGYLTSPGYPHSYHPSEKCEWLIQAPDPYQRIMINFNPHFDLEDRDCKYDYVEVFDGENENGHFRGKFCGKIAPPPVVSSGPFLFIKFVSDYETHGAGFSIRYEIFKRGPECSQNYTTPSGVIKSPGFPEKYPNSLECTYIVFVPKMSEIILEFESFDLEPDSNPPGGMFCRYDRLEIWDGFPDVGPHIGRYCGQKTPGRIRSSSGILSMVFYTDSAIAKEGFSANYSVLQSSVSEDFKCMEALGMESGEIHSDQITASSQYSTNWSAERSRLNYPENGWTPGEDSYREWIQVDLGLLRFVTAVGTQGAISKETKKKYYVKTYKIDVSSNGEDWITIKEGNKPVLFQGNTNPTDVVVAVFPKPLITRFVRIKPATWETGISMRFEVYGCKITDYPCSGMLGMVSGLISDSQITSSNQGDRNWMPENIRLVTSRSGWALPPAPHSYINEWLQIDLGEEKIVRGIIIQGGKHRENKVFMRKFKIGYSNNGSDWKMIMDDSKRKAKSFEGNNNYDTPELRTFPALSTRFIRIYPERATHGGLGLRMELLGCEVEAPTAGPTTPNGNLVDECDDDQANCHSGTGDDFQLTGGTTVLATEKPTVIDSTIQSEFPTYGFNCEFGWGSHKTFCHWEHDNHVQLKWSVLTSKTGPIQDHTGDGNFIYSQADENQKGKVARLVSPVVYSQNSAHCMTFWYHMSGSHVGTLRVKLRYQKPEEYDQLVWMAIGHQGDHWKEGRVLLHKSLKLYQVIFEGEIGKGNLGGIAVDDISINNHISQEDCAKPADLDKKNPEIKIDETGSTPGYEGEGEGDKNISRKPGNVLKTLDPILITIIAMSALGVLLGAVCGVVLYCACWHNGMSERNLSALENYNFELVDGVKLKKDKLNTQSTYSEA
SKN-1 block: inhibitors of C. elegans SKN-1; 360,000 tested, 0.49% active; inhibition, % at 21.8 µM; C. elegans VP596 Pgst-4::GFP/RFP ratio, acrylamide-induced, 24 h;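 active = interference check ratio from 0.5 to 1.5 plus GFP to RFP signal ratio inhibition reaching or exceeding a fixed threshold, cut at about 30% in these data, passing the limit was not always enough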; note: some compounds called inactive have numbers as strong as hits
TbMetRS inhib: blocks T. brucei methionyl-tRNA synthetase activity. purified T. brucei MetRS, ATP depletion, Kinase-Glo luminescence. inhibition, % at 11.9 µM. 360,000 tested, 0.4% active. AID 624268;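 active = inhibition above a per-plate cutoff of the control wells' mean inhibition plus 3 SD, cut at about 5.5% in these data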;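 note: 0% = DMSO wells median and 100% = median of wells with control inhibitor compound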
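Assay system: T. brucei methionyl-tRNA synthetase, purified | Medium: HEPES buffer with MgCl2, KCl, DTT, spermine, BSA, pyrophosphatase | Compound: 11.9 µM single point | Incubation: 15 min enzyme-compound preincubation, 2 h reaction, 10 min detection, 25 °C | Measured by: Kinase-Glo luciferase luminescence reporting remaining unconsumed ATP | Measure: % inhibition normalized to control-well medians | Replication: Singlicate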
Neddyl block: inhibitors of human cullin neddylation | P61081+Q13564 | TR-FRET cullin neddylation, biochemical | calls only at 25 µM | 360,000 tested, 0.58% active | AID 651699; in the data active = inhibition above about 36%
Scp-1 inhibitor: Scp-1 (human) phosphatase inhibition; Q9GZU7; Recombinant Scp1, phosphopeptide, malachite green phosphate absorbance; inhibition, % at 20 µM; 340,000 tested, 0.88% active;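 active = inhibition above about 50% at 20 µM, limit read from the data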;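 note: plate controls were DMSO wells with enzyme for no effect and wells lacking enzyme for full effect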
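Test system: SCP-1 catalytic domain; Buffer or medium: Acidic Tris acetate buffer with magnesium and detergent; Also added: Phosphorylated 17-residue peptide substrate; Compound: single 20 µM dose, 1% DMSO; Schedule: enzyme reaction 45 min at room temperature, colour 5 min, stabilisation 30 min; Signal: Phosphate-binding colour reagent, absorbance read at 630 nm.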
DNMT1 inh: blocks human DNA methyltransferase DNMT1; P26358; inhibition (reported as % activation of signal), % at 10 µM; DNMT1 molecular beacon, Hinp1I cleavage, fluorescence; AID 588458; 360,000 tested, 0.83% active; in the data active = inhibition above about 50%
* hit, by the source's call; i = inactive; . = no result given.

Compound	SUMO1-SIM PPI	NadD block	LMPTP block	STEP block	NRP1-CendR mod	SKN-1 block	TbMetRS inhib	Neddyl block	Scp-1 inhibitor	DNMT1 inh
CC(C)(C)N(Cc1ccc2c(c1)OCO2)C(=O)/C=C\S(=O)c1ccccc1 (centres undefined)	1.7	-4.9	-1.0	-3.3	6.2	15.5	-0.1	i	-7.6	17.4
CCCOc1ccc(C2NC(=O)NC2=O)cc1 (centres undefined)	-2.0	1.4	0.0	-1.9	-5.2	5.2	-0.5	i	-5.6	6.0
CCN(CC)C(=O)C(Sc1nnnn1-c1ccc(O)cc1)c1ccccc1 (centres undefined)	3.6	-6.7	0.2	-1.1	2.2	7.5	1.2	i	-7.5	-1.7
COc1ccc(CCNC(=O)CCOc2cc(C)ccc2C)cc1OC	9.4	3.8	-0.1	0.8	7.4	11.7	-0.1	i	-10.5	-3.0
COc1ccc(NC(=O)COc2ccc(/C=N/n3c(C)nnc3C)cc2OC)cc1	-6.1	-1.1	0.9	1.9	13.7	12.9	0.0	i	2.6	1.6
CSc1ccccc1C(=O)Nc1ccc(S(=O)(=O)NC2=NCCCCC2)cc1	-0.2	-2.5	-0.9	2.2	-20.0	-10.9	0.2	i	-6.5	-1.0
COC(=O)[C@H]1C[C@@]2(O)CN(S(=O)(=O)c3ccc(C)cc3)C[C@@]2(OC(=O)NCc2ccc(OC)c(OC)c2)C[C@H]1C(=O)OC	-0.8	0.7	-2.7	-0.8	-5.2	-3.0	-0.8	i	.	-0.5
O=c1cnnc(N/N=C/c2ccc3c(c2)OCO3)[nH]1	-70.4	0.9	0.6	-1.2	1.6	-14.2	-0.9	i	-10.7	1.0
O=C(O)Cn1nc(-c2ccc(F)cc2)oc1=O	2.7	-4.4	-2.5	-3.3	3.2	-24.9	0.4	i	-2.2	0.3
OC(CN1CCN(c2ncc(C(F)(F)F)cc2Cl)CC1)c1ccccc1 (centres undefined)	0.9	-4.0	-0.7	1.3	5.9	-5.2	-0.1	i	-7.7	0.8
Cc1nnc2ccc(-c3cccc(NS(=O)(=O)c4ccccc4Cl)c3)nn12	-15.5	6.5	1.9	-0.3	-3.1	4.4	-0.6	i	5.2	2.8
Cc1[nH]n(S(=O)(=O)Cc2ccccc2)c(=O)c1N=Nc1ccccc1Cl	-6.0	-5.9	1.2	1.8	2.4	6.5	0.0	i	-7.0	4.5
CCOc1ccc(NS(=O)(=O)c2ccc(NC(=O)C3CCCO3)cc2)cc1 (centres undefined)	-2.3	-6.9	1.9	1.1	7.6	6.8	-0.3	i	-6.0	-1.1
Cn1nc(C(=O)Nc2ccc(-n3cnnn3)cc2)c2ccccc2c1=O	2.1	2.5	1.3	2.9	-12.1	7.0	0.1	i	99.5*	-1.6
CC(C)c1ccc(N(C(=O)c2cc3ccccc3oc2=O)C2C=CS(=O)(=O)C2)cc1 (centres undefined)	-0.1	4.1	-2.4	-3.7	-3.7	8.4	0.1	i	-11.7	0.2
CCN1C(=NCc2ccco2)N[C@@H](c2cccc(C(F)(F)F)c2)C(C(=O)OC)=C1C	-20.4	15.2	-1.4	-2.2	-22.1	7.6	0.6	i	4.4	2.8
Cc1cc(SCc2ccc(Br)cc2)nc(=O)[nH]1	-1.8	3.1	2.3	1.9	-3.2	15.8	0.7	i	12.6	2.5
O=C(CSc1nnc(CNC(=O)c2c(F)cccc2Cl)o1)NCCc1ccccc1	-1.5	0.2	-2.6	-1.3	6.3	13.9	-0.3	i	-2.2	-1.2
Cc1nc(Nc2ccccc2)sc1C	-0.9	7.6	-0.9	0.0	4.2	9.6	0.4	i	4.7	1.8
CC(=O)N(C(C)=O)c1cccc(N(Cc2ccccc2)Cc2ccccc2)c1	5.3	-2.7	2.1	5.2	11.0	11.0	0.0	i	-7.7	-6.6
O=c1[nH][nH]c2c1[C@H](C1CCCC1)O[C@H](CCc1ccccc1)C2	7.7	23.4	-0.9	.	-10.5	7.3	-0.8	i	.	.
COc1cc(OC)c2ccc(=O)oc2c1C(CCN1CCCC1)c1ccc2c(c1)OCO2 (centres undefined)	-10.4	-6.0	5.2	2.1	-12.7	-7.5	0.1	i	-3.5	2.3
CC1=C(C(=O)N(C)C)CC(CC(=O)NC2CCCCC2)C(=O)N1CCC1=CCCCC1 (centres undefined)	0.5	-4.9	-1.0	-0.1	4.0	3.5	-0.2	i	.	3.3
Cc1ccc(O)c(/C=N/NC(=O)COc2ccc3c(C)cc(=O)oc3c2)c1	10.0	-4.5	6.7	3.5	-5.8	9.5	0.0	i	-7.1	59.9*
COc1cccc(NC(=O)C(C)NS(=O)(=O)c2ccc(Br)cc2)c1 (centres undefined)	2.0	-1.8	-2.7	-5.4	4.3	6.0	0.0	i	-1.8	3.5
CC1(C)CC2CC(C)(CN2C(=O)COC(=O)c2cc(Cl)cc(Cl)c2N)C1 (centres undefined)	5.4	-6.5	2.2	0.6	-0.9	8.1	0.0	i	-8.7	-3.3
CN1CCN(c2nc3c(c(=O)n(C)c(=O)n3C)n2Cc2ccccc2Cl)CC1	2.4	-0.2	-0.2	-0.7	0.0	-0.5	-0.6	i	-8.3	0.5
Nc1ccccc1-c1ccn[nH]1	-0.1	-0.1	-3.5	1.2	6.9	-15.8	-0.2	i	-10.5	-2.3
CCOc1nc(SCCOc2ccc(C)cc2)nc(N(C)C)n1	11.2	6.0	2.9	1.9	3.1	20.3	-0.5	i	-2.6	6.1
CCN(CC)S(=O)(=O)c1ccc(C(=O)NNC(=O)C2CCN(S(=O)(=O)c3ccc(Cl)cc3)CC2)cc1	-1.2	-1.3	-0.4	2.6	5.3	0.7	-0.8	i	-4.9	-3.8
COC(=O)CCCn1nc(NC(=O)c2ccco2)cc1C	4.2	-4.0	-0.5	-0.9	9.2	2.2	0.7	i	-4.2	-2.2
Cc1nc(SCC(=O)OCc2ccccc2)c2c(=O)n(C)c(=O)n(C)c2n1	1.6	-2.5	-0.2	-0.3	4.2	7.3	0.6	i	-15.6	-3.9
O=C(Nc1cc(F)ccc1F)N1CCN(c2ccnc3cc(Cl)ccc23)CC1	-3.1	5.3	2.4	1.1	-9.1	19.7	0.3	i	-1.9	0.2
O=C(CSc1nnc(-c2ccco2)n1Cc1ccccc1)c1ccc(F)cc1	2.4	9.3	2.2	1.0	-10.0	13.3	0.7	i	5.5	-0.1
Cc1cccc(C(=O)NNC(=O)c2ccccc2)c1	-2.2	0.6	-1.8	-3.5	-1.3	-1.4	0.2	i	-7.3	-4.6
CC(=O)O[C@]1(C(C)=O)CCC2C3C=C(C)C4=CC(=O)CC[C@]4(C)C3CC[C@@]21C (some centres undefined)	-6.8	-0.4	-3.4	-0.7	9.3	0.4	0.0	i	-4.2	0.1
Cc1cc(C)nc(SCC(=O)Nc2ccccc2[N+](=O)[O-])n1	-14.5	-2.6	0.0	-3.9	-1.7	-14.3	-1.4	i	-2.0	1.4
Cc1ccc(S(=O)(=O)NN/C(=N/S(=O)(=O)c2ccccc2)c2ccccc2)cc1	1.2	-6.6	-1.6	0.8	4.3	-6.7	0.3	i	4.7	-5.0
CCN(CC)S(=O)(=O)c1cc(NS(=O)(=O)c2cc(Cl)ccc2Cl)ccc1C	-0.2	-3.6	1.5	0.6	9.1	3.5	0.0	i	-0.9	-0.4
O=C(O)c1cccc(-n2cnnn2)c1	0.3	-0.3	-0.5	-9.0	3.8	-1.1	-1.4	i	11.9	4.0

A draw from above in order of length of the SMILES, rising:
Compound	SUMO1-SIM PPI	NadD block	LMPTP block	STEP block	NRP1-CendR mod	SKN-1 block	TbMetRS inhib	Neddyl block	Scp-1 inhibitor	DNMT1 inh
Cc1cc(C)nc(SCC(=O)Nc2ccccc2[N+](=O)[O-])n1	-14.5	-2.6	0.0	-3.9	-1.7	-14.3	-1.4	i	-2.0	1.4
O=C(CSc1nnc(-c2ccco2)n1Cc1ccccc1)c1ccc(F)cc1	2.4	9.3	2.2	1.0	-10.0	13.3	0.7	i	5.5	-0.1
COc1cc(OC)c2ccc(=O)oc2c1C(CCN1CCCC1)c1ccc2c(c1)OCO2 (centres undefined)	-10.4	-6.0	5.2	2.1	-12.7	-7.5	0.1	i	-3.5	2.3

More records
Compound	SUMO1-SIM PPI	NadD block	LMPTP block	STEP block	NRP1-CendR mod	SKN-1 block	TbMetRS inhib	Neddyl block	Scp-1 inhibitor	DNMT1 inh
O=C(Nc1cccc2ncccc12)C(c1ccccc1)c1ccccc1	-4.0	0.9	1.4	2.2	8.4	9.8	0.2	i	-8.1	-1.6
CCN1CCN(C(=O)N(Cc2ccc(Cl)cc2)S(=O)(=O)c2ccc(C)cc2)CC1	0.7	-4.8	1.6	-1.6	-2.3	-10.5	0.1	i	1.0	0.1
O=C(N/N=C/c1ccc(Cl)cc1Cl)c1n[nH]c2c1CCCC2	-3.8	0.5	0.0	0.7	4.8	13.8	-0.3	i	-4.2	30.7
CC(C)C(NC(=O)c1c(F)cccc1F)C(=O)NCCc1ccc(S(N)(=O)=O)cc1 (centres undefined)	-3.7	1.5	0.0	-3.8	4.6	8.1	0.0	i	-3.1	-1.2
NS(=O)(=O)c1ccc(NC(=S)Nc2ccc(S(=O)(=O)Nc3nccs3)cc2)cc1	6.8	2.7	-0.7	-1.1	-14.5	11.4	-0.7	i	.	-0.4
NS(=O)(=O)c1ccc(CCNC(=O)CCCn2c(=O)[nH]c3ccc(Br)cc3c2=O)cc1	1.7	-3.9	2.5	0.0	9.0	1.3	13.5*	i	-9.3	-2.0
O=C(C1CCCCC1)N1CCCC(c2nc3c(nnn3Cc3ccccc3)c(=O)[nH]2)C1 (centres undefined)	3.6	1.9	-1.6	-9.9	-2.3	4.0	-0.9	i	0.2	3.9
